# TEAD-YAP block = TEAD-YAP interaction inhibition; HEK-TIYL cells, TEAD-Gal4/YAP UAS-luciferase luminescence; AID 1259422; inhibition, % at 9.12 µM; hit rate 1.4% among 640,000; in the data active means inhibition above about 32%;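 further: 0% = median of test compound wells and 100% = reference inhibitor wells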
# FBW7 activator = activators of human E3 ligase FBW7; normalized activity (activation), % at 26.1 µM; AlphaScreen FBW7–phospho-cyclin E peptide binding, activator screen; hit rate 0.13% among 650,000; AID 1259310; in the data active means normalized activity above about 1.9%;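 further: purified mutant Fbw7 with reduced substrate affinity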
# MITF inh = inhibitors of human MITF | AID 1259374 | hit rate 0.91% among 650,000 | AlphaScreen MITF homodimerization, bead proximity signal | inhibition, % at 2.6 µM | O75030; in the data active means inhibition above about 50%;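 further: 0% = vehicle wells with protein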
# Target sequence (O75030 whole entry, looked up): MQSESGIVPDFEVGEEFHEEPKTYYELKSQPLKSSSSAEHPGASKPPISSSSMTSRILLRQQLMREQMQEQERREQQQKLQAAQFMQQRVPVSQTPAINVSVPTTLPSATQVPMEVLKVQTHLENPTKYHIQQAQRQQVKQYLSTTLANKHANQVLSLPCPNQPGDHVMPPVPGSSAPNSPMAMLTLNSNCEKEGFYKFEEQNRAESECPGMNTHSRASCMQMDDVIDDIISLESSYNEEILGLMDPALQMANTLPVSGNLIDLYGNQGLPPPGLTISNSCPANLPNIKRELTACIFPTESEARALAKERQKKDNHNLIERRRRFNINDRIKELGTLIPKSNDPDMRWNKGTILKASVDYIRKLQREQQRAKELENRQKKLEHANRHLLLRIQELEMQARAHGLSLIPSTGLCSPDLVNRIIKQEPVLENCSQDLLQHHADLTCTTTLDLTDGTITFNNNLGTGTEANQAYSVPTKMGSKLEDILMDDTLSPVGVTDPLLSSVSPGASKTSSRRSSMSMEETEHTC
# GPR151 activ = activates the human receptor GPR151. PathHunter beta-arrestin GPR151 cells, luminescence. hit rate 1% among 650,000. Q8TDV0. activation, % at 11.2 µM. AID 1508602; in the data active means activation above about 4.9%;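 further: 0% = median of compound wells and 100% = cells with positive control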
# Target sequence (Q8TDV0 whole entry, looked up): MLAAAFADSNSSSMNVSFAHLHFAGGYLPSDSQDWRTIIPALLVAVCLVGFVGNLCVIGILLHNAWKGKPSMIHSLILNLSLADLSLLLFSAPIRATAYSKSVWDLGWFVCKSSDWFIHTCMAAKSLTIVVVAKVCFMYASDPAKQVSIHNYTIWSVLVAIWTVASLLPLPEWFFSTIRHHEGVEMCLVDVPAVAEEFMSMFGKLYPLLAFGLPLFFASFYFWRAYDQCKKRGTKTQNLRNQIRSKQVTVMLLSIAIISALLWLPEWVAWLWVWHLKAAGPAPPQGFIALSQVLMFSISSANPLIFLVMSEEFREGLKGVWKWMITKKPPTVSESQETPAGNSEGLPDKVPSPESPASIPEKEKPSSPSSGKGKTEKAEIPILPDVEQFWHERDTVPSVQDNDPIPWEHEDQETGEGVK
# An asterisk follows results filed as active.
SMILES,TEAD-YAP block,FBW7 activator,MITF inh,GPR151 activ
O=C(O)CCC(=O)NNC(=O)CNC(=O)c1ccc(Cl)cc1Cl,-7,0.0,7,-0.7
Cc1ccc(S(=O)(=O)c2nc(-c3ccc(Cl)cc3Cl)oc2NCc2ccccc2)cc1,-4,-0.1,-5,0.3
CC(O)CNc1ccc([N+](=O)[O-])cc1Cl (stereo not drawn),5,0.3,19,-0.8
O=C(OC1CCOC1=O)c1cc(-c2ccco2)nc2ccccc12 (stereo not drawn),-11,-0.3,75*,0.1
CC1CCCC(NC(=O)COC(=O)COc2ccc(Br)cc2)C1C (stereo not drawn),8,-0.1,-9,-0.4
COc1ccc(S(=O)(=O)ON=C2C(C)=CC(=O)C=C2C)cc1,14,0.5,-2,-1.8
Cc1cc(OC(=O)c2ccccc2)cc2c(=O)c3ccccc3sc12,1,0.2,12,0.0
COC(=O)C1=CN(C(C)C)C=C(C(=O)OC)C1c1ccc([N+](=O)[O-])cc1,-8,-0.2,-7,0.1
O=C(NCc1ccco1)c1cnn2ccccc12,-31,-0.1,6,-0.1
CCOC(=O)c1c(C)n(C)c2ccc(OCC(O)CN3CCCCCC3)cc12 (stereo not drawn),3,0.0,20,-0.9
CCS(=O)(=O)N1CCC(n2nc(-c3ccoc3C)oc2=O)CC1,8,0.0,12,-1.1
CCC(C)NC(=O)CSc1nc2ccccc2c(=O)n1CCCC(=O)NCC1CCCO1 (stereo not drawn),10,-0.5,8,-1.1
Cc1cc(C)c2nc(SCC(=O)NNC(=O)c3ccco3)c(C)cc2c1,12,-0.1,8,0.8
CN(C(=O)Cc1cccs1)C(C(=O)Nc1ccc2c(c1)OCCO2)c1ccccc1 (stereo not drawn),-4,0.1,-3,2.5
COc1ccc(NC(=O)Cn2cnc3c([nH]c4ccc(C)cc43)c2=O)c(C)c1,8,-0.5,6,1.2
COC(=O)c1sc(-c2ccccc2)cc1NC(=O)c1ccc(S(=O)(=O)N2CCCC2)cc1,2,-0.1,-1,0.6
COc1ccc(-n2nnnc2SCCC#N)cc1,2,-0.1,-1,1.0
COc1ccc(Nc2ncnc3c2cnn3-c2ccc(C)cc2C)cc1,-17,-0.1,-2,2.5
Cc1ccccc1NC(=O)C1(NC(=O)c2cccc(N3C(=O)CSC3c3ccccc3)c2)CCCCC1 (stereo not drawn),-7,0.2,-1,0.4
NC(=O)NC(=O)COc1ccccc1Br,-18,0.2,9,-1.9
O=C(c1ccc(C(F)(F)F)cc1)C1CCCN(C(=O)c2ccc[n+]([O-])c2)C1 (stereo not drawn),2,0.3,10,1.3
COc1ccc(C(C)C)cc1-c1cnn2c(NCCCN3CCOCC3)ccnc12,-4,0.2,-18,-1.5
CCOc1ccc(Br)cc1CON1C(=O)c2ccccc2C1=O,-1,0.1,-16,-0.2
CCCCc1c(C)nc(N)nc1N1NC1=S,12,0.0,6,-1.2
COc1ccc(NC(=S)NCCCN2CCOCC2)c(OC)c1,-2,0.0,3,-0.1
C=CCNC(=O)c1ccc(Cl)cc1Cl,-3,0.2,20,-0.8
CCOC(=O)C1=C(O)C(=O)N(c2ccccc2)C1c1ccc(O)c(OC)c1 (stereo not drawn),-4,-0.1,1,0.0
COc1ccc(C2C=C(c3cccs3)Nc3ncnn32)cc1OC (stereo not drawn),-13,0.3,-8,-0.2
CC(C)CC(=O)NC(=S)Nc1cc([N+](=O)[O-])ccc1F,-3,-0.2,-2,1.5
CN(CCCC(=O)Nc1nccs1)S(=O)(=O)c1ccc(Cl)cc1,5,0.2,13,-0.7

# A draw from above in order of molecular weight, lowest first:
SMILES,TEAD-YAP block,FBW7 activator,MITF inh,GPR151 activ
O=C(OC1CCOC1=O)c1cc(-c2ccco2)nc2ccccc12 (stereo not drawn),-11,-0.3,75*,0.1
CCS(=O)(=O)N1CCC(n2nc(-c3ccoc3C)oc2=O)CC1,8,0.0,12,-1.1
O=C(c1ccc(C(F)(F)F)cc1)C1CCCN(C(=O)c2ccc[n+]([O-])c2)C1 (stereo not drawn),2,0.3,10,1.3
Cc1ccc(S(=O)(=O)c2nc(-c3ccc(Cl)cc3Cl)oc2NCc2ccccc2)cc1,-4,-0.1,-5,0.3

# Additional compounds.
SMILES,TEAD-YAP block,FBW7 activator,MITF inh,GPR151 activ
COc1ccc(OC)c(NC(=O)CN2C(=O)COc3ccccc32)c1,1,0.0,1,0.1
CCCOC(=O)C1=C(C)NC2=C(C(=O)CC(c3ccc(OC)cc3)C2)C1c1cc(Br)c(O)c(OC)c1 (stereo not drawn),15,0.1,1,-0.2
CC(C)(C)C(=O)NC1CCN(S(=O)(=O)Cc2ccccc2)CC1,-4,-0.1,-10,-0.9
COc1ccc(CCNC(=O)CSc2cn(CCNC(=O)c3ccccc3OC)c3ccccc23)cc1OC,-1,0.2,-8,-0.6
C/C(CC(=O)NC1C2CC3CC(C2)CC1C3)=N\NC(=O)c1cccc(C)c1O (stereo not drawn),-20,0.0,6,0.4
COc1cccc(C2=NS(=O)(=O)N(C)C(C(=O)N(C)C3CCCCC3)=C2)c1,5,0.1,-4,1.3
CC(=O)Nc1ccc(S(=O)(=O)Nc2ccc([N+](=O)[O-])cn2)cc1,-5,0.1,1,-0.8
CCCCN(C)CCC(=O)Nc1cccc(Cl)c1C,3,0.1,3,-1.3
Cc1ccc(NC(=O)CSc2nc3sccc3c(=O)[nH]2)cc1[N+](=O)[O-],-7,0.2,-11,0.3
CC(CCc1ccccc1)NC(=O)C(=O)NCCO (stereo not drawn),-1,-0.1,16,-1.2
C=CCSc1ncccc1C(=O)NCc1ccco1,-6,-0.3,-8,0.6
C#CC[N+](C)(CC#CC=C)Cc1ccccc1 (stereo not drawn),4,0.0,0,0.8
COC(=O)CSc1nnc(-c2ccc(OC)cc2)n1C,0,0.5,17,1.4
Cn1c(C(=O)OCC(=O)NCCc2ccccc2)cc2occc21,5,0.1,14,0.3
CSc1nc(N2CCOCC2)c2c3c(sc2n1)CCC3,8,0.0,12,2.4
O=C1NC(NS(=O)(=O)c2ccccc2)(C(F)(F)F)C(=O)N1CCc1ccccc1 (stereo not drawn),6,0.0,8,0.0
Cc1cc(C)c(CN2CCc3nncn3CC2)cc1C,-4,-0.1,8,1.0
C/C(CC(=O)NCc1ccc(F)cc1)=N\NC(=O)c1cccnc1,-4,0.0,12,2.1
CCc1cccc2c(CCNC(=O)COc3ccc(F)cc3F)c(C)[nH]c12,7,0.7,6,-1.5
CCOCCCNC(=O)Cn1c2cc(OC)c(OC)cc2c2nc(=O)cc(C)n21,17,0.5,-3,0.3
CC(C)NC(=O)C(=O)NC1CC(C)(C)NC(C)(C)C1,-4,-0.1,-4,0.6
CCc1nc2ccccc2c2nn(CC(=O)Nc3ccccc3-c3ccccc3)c(=O)n12,-7,-0.2,1,1.4
Cc1ccccc1N(C)S(=O)(=O)c1ccc2[nH]cc(C(=O)N3CCCC3)c(=O)c2c1,2,0.3,8,-0.3
CCCCCOc1ccc(N/C(=N\c2nc(C)cc(C)n2)NC(=O)c2ccc([N+](=O)[O-])cc2)cc1,6,-0.2,-6,0.7
Cc1ccc2nc(NC(=O)CSc3ccc(F)cc3)sc2c1,-1,-0.2,-10,0.3
CCOc1ccc(NS(=O)(=O)c2ccc(NS(=O)(=O)c3ccccc3)cc2)cc1,5,-0.1,-2,-0.1
Cc1cc2c(c(=O)o1)C(c1ccc(OCC(N)=O)cc1)C(C#N)=C(N)O2 (stereo not drawn),4,0.0,11,-0.7
COC(=O)c1ccc(Oc2nc(C)cc(N)n2)cc1,-11,-0.1,-1,1.3
CCSC1=NCCN1C(=O)c1cccc(C(F)(F)F)c1,-6,0.1,18,-0.1
COc1ccc(-c2nc3n(c2C)Cc2ccccc2-3)cc1,-33,0.2,-28,-1.7
CN(C)c1ccc(/C=C2/C(=O)NC(=O)N(c3ccccc3)C2=O)cc1,9,0.0,-6,0.0
CCOC(=O)c1c(NC(=O)NS(=O)(=O)c2ccccc2Cl)sc2c1CCCC2,-4,0.0,14,2.5
Cc1ccc2c(c1)-c1c(cnn1CC(=O)N1CCN(c3ccc(F)cc3)CC1)CO2,0,0.0,0,0.0
COc1ccc(NC(=O)/C(C#N)=C/c2ccc(Br)o2)cc1,-14,-0.1,9,-0.4
c1cncc(-c2csc(Nc3nc4cc5c(cc4s3)OCO5)n2)c1,-3,0.3,3,-0.5
COc1cc(/C=C2/C(=O)Nc3ccccc32)ccc1OCC(=O)NCc1ccccc1,2,0.0,22,-1.0
CCC(C)N1C(=O)/C(=C\c2cnn(-c3ccccc3)c2)C(=O)NC1=S (stereo not drawn),-6,0.0,1,1.3
CCOC(=O)c1ccc(NC(=O)c2cc3c(CO)cnc(C)c3oc2=O)cc1,2,0.1,-2,-1.3
Cc1sc(NC(=O)c2cccc([N+](=O)[O-])c2C)c(C#N)c1C,1,1.6,2,0.0
CCCCNC(NC(=O)c1ccc(OC)cc1)C(Cl)(Cl)Cl (stereo not drawn),-2,0.1,-14,-0.4
O=C([C@@H](O)CSc1ccc(Br)cc1)N1CCC(Nc2ccc3[nH]ncc3c2)CC1,5,-0.1,9,2.7
Fc1ccc(CSc2nc3ncccc3[nH]2)c(Cl)c1,-52,-0.1,7,-1.1
O=C(NCCN1CCOCC1)c1csc(Nc2nccc3ccccc23)n1,-4,0.0,-2,-0.9
O=S(=O)(c1ccc(F)cc1F)N1CCN(c2ccc(-c3cccnc3)nn2)CC1,-13,-0.1,5,-1.6
CCCCOc1ccc(/C=C2N=C(/C=C\c3cccc([N+](=O)[O-])c3)OC/2=O)cc1,1,0.0,-7,-1.1
COc1cc(C(=S)N2CCOCC2)ccc1OC(=O)c1cc(OC)c(OC)c(OC)c1,8,0.1,7,0.4
CS(=O)(=O)N1CCC(Oc2cccc(C(=O)N3CCCCO3)c2)CC1,-1,0.3,12,0.4
CC(=O)c1[nH]c(C)c(C(=O)NCCc2ccc(C)cc2)c1C,5,0.4,15,0.5
COCc1nnc(SCC(=O)NC(C)c2ccccc2)n1-c1ccccc1 (stereo not drawn),-6,0.7,-2,-1.1
COc1ccccc1NC(=O)COc1c(I)cc(CO)cc1OC,-7,0.4,8,-1.0

# Compounds from the list above with an aryl thioether with sulfur outside any ring, in the order listed:
SMILES,TEAD-YAP block,FBW7 activator,MITF inh,GPR151 activ
CCC(C)NC(=O)CSc1nc2ccccc2c(=O)n1CCCC(=O)NCC1CCCO1 (stereo not drawn),10,-0.5,8,-1.1
Cc1cc(C)c2nc(SCC(=O)NNC(=O)c3ccco3)c(C)cc2c1,12,-0.1,8,0.8
COc1ccc(-n2nnnc2SCCC#N)cc1,2,-0.1,-1,1.0
COc1ccc(CCNC(=O)CSc2cn(CCNC(=O)c3ccccc3OC)c3ccccc23)cc1OC,-1,0.2,-8,-0.6
Cc1ccc(NC(=O)CSc2nc3sccc3c(=O)[nH]2)cc1[N+](=O)[O-],-7,0.2,-11,0.3
C=CCSc1ncccc1C(=O)NCc1ccco1,-6,-0.3,-8,0.6
COC(=O)CSc1nnc(-c2ccc(OC)cc2)n1C,0,0.5,17,1.4
CSc1nc(N2CCOCC2)c2c3c(sc2n1)CCC3,8,0.0,12,2.4
Cc1ccc2nc(NC(=O)CSc3ccc(F)cc3)sc2c1,-1,-0.2,-10,0.3
O=C([C@@H](O)CSc1ccc(Br)cc1)N1CCC(Nc2ccc3[nH]ncc3c2)CC1,5,-0.1,9,2.7
Fc1ccc(CSc2nc3ncccc3[nH]2)c(Cl)c1,-52,-0.1,7,-1.1
COCc1nnc(SCC(=O)NC(C)c2ccccc2)n1-c1ccccc1 (stereo not drawn),-6,0.7,-2,-1.1

# Bioassay records as filed in PubChem.
